S1P3 antag: S1P3 receptor antagonists, primary screen, cell-based; inhibition, % at 4.98 µM; 170,000 compounds, 0.27% hits; AID 485, 2006; CHO S1P3 NFAT-BLA reporter, FRET fluorescence, antagonist mode; Sphingosine 1-phosphate receptor 3 (Homo sapiens), Q99500;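 active = inhibition above the plate cutoff, the mean inhibition of test wells on that plate plus 3 SD, cut at about 28% in these data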;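 also: cells challenged with S1P at its EC80 of 0.8 µM; blue over green emission ratio from cleaved BLA substrate after 4 h stimulation; 0% = S1P-stimulated wells and 100% = unstimulated DMSO-only wells; some compounds past the cut are filed as inactive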
Target sequence (Q99500 whole entry, looked up): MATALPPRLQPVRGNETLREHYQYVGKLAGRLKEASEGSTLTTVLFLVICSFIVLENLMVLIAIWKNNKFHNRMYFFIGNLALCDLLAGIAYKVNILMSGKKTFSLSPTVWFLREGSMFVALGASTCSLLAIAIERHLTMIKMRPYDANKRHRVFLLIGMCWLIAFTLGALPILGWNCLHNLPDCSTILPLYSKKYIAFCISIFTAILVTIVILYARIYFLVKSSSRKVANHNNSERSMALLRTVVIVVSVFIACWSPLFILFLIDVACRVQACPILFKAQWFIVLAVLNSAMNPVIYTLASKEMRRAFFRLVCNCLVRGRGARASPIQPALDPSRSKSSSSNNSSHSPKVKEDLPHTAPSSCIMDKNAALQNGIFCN
Numbers without * were called inactive. Only part of the results is shown; the hit share may differ from the screen's.

SMILES	S1P3 antag
O=C(O)CC(CC(=O)Nc1ccc(C(=O)O)cc1)c1ccccc1 (stereo not given)	4
CCn1cc(C(=O)O)c(=O)c2cnc(N3CCN(C(=S)Nc4ccccc4C(F)(F)F)CC3)nc21	3
CC(C)n1cnc2c(=S)nc[nH]c21	-5
NC(=O)c1ccccc1Nc1nc2nc3ccccc3c(=O)n2cc1Br	-8
CC1CCN(c2nc(N(C)c3ccccc3)nc(N)c2[N+](=O)[O-])CC1	5
NC(=S)Nc1cccc(O)c1	-6
Clc1nc(Cl)nc(-c2cn(-c3ccccc3)c3ccccc23)n1	-7
COc1ccc(C2CC(c3ccccc3)Nc3nc(NS(C)(=O)=O)nn32)cc1 (stereo not given)	-1
COc1ccc([N+](=O)[O-])c(OC)c1C(=O)Nc1ccc(F)cc1F	3
COCCn1c(SCC(=O)Nc2ccc(OC)c(S(N)(=O)=O)c2)nc2ccccc21	-8
OCC1CCCC(n2cnc3c(=S)nc[nH]c32)O1 (stereo not given)	-4
COc1cc2c(cc1OC)CN(C(=O)c1ccc(Br)o1)CC2	0
CCCCn1c(N)c(Br)c(=O)[nH]c1=O	21
Cc1c(CCOC(=O)c2ccc(N3CCOCC3)c([N+](=O)[O-])c2)sc[n+]1CC#N	-8
CSc1cccc(NC(=O)c2cnn3ccccc23)c1	6
Cc1ccc(Nc2nc(CSc3n[nH]c(N)n3)cs2)cc1	-5
CCOc1ccc(N(CC(=O)Nc2c(C)cccc2C)S(=O)(=O)c2c(C)[nH]c(=O)[nH]c2=O)cc1	-11
Clc1cccc(Cl)c1CO/N=C/c1cccs1	0
COc1cc(SC)ccc1C(=O)Nc1ccccn1	7
O=C(/C=C/c1ccccc1Cl)c1ccc(O)cc1	2
Cc1csc(NC(=O)c2cnc3ccccn3c2=O)n1	-17
COc1ccc(F)cc1S(=O)(=O)N1CCCCC1	17
COc1cccc2[nH]c(C(=O)NN)c(N)c12	-1
O=C1CCCc2c1nc(-c1ccc(F)cc1)n2O	-4
CCOC(=O)CC(=O)Nc1ccsc1C(N)=O	-6
C/C(=N\NC(N)=O)c1cc(Cl)cc(Cl)c1O	-2
O=C(Nc1ccc(S(=O)(=O)Nc2ncccn2)cc1)c1ccc(F)c(S(=O)(=O)N2CCOCC2)c1	18
CCOCCn1c(CN(C)Cc2ccccc2)nc2c1c(=O)n(C)c(=O)n2C	23
O=C(O)CC1(CC(=O)Nc2cc(C(F)(F)F)cc(C(F)(F)F)c2)CCCCC1	5
COc1ccc(Cc2c(O)nc(SCC(=O)N3CCOCC3)[nH]c2=O)cc1	6
Cc1cc(C)c(C(=O)Nc2ccccc2)c(CC(C)(C)C(=O)O)c1	5
CCc1c(O)nc(SCC(=O)c2ccccc2)n(-c2ccccc2)c1=O	6
COc1ccccc1Oc1nc2ccccn2c(=O)c1/C=C(\C#N)C(=O)Nc1c(C)n(C)n(-c2ccccc2)c1=O	-2
CCCCCCCC(=O)NNC(=O)c1c(O)c2ccccc2[nH]c1=O	4
CC(NC(=O)C1CCCCC1)C(c1cccs1)N1CCOCC1 (stereo not given)	-11
S=c1[nH]nc(-c2n[nH]c3c2CCC3)n1/N=C/C=C/c1ccccc1	-5
COc1ccccc1C(=O)Nc1ccc(S(=O)(=O)Nc2onc(C)c2C)cc1	9
COC(=O)c1sc(N(C)C)c(C#N)c1-c1ccccc1	-2
O=C(NCCN1C(=O)S/C(=C\c2cccnc2)C1=O)c1cc(S(=O)(=O)N2CCOCC2)ccc1F	-13
O=C(Nc1nccs1)c1cc2cc(Cl)ccc2oc1=O	1
O=C(/C=C/c1cccs1)c1ccc([N+](=O)[O-])cc1	3
CSc1nsc(SC)c1C(=O)Nc1ccc(Cl)cc1	7
c1cncc(CNc2ncn[nH]2)c1	7
CC(C)C(=O)Nc1ccc2c(c1)nc(CCN1CCN(c3ccccc3)CC1)n2C	7
CCn1c(S(=O)(=O)O)nc2ccccc21	-3
CN(C)c1ccc(N=Nc2cccc3ccoc23)cc1	7
CN(C)C(=O)CSc1nnc(NC(=O)CCc2ccccc2)s1	5
CCCSc1sc(C(=O)OC)c(-c2cccs2)c1C#N	3
CC(C)c1ccc(/C=C/C(=O)O)cc1	-3
COc1ccc(OCC(O)CNC(=O)Nc2ccccc2)cc1 (stereo not given)	7
CCOc1nc2c(c(-c3cccs3)c1C#N)Cc1ccccc1-2	-1
O=C(NCc1cccnc1)C1CCC(CNS(=O)(=O)c2cccc3nsnc23)CC1 (stereo not given)	-10
Cc1csc2c(=O)sc(NC(=O)c3ccc(F)cc3Cl)nc12	-14
CCOc1ccccc1NC(=O)Cn1c(-c2ccc(Cl)cc2)noc1=O	6
O=C(/C=C/c1ccccc1)N(Cc1ccc(Cl)cc1)C1CCS(=O)(=O)C1 (stereo not given)	18
CCC(=O)N1c2ccccc2C(N(C(=O)CC)c2ccccc2)CC1C (stereo not given)	-1
Cc1nn(CC(=O)NN)c(C)c1Br	-15
c1ccc2c(c1)nc(N1CCCCC1)c1ccccc12	-3
COc1ccc2nc(COC(=O)c3cccc([N+](=O)[O-])c3)c(C(C)=O)[n+]([O-])c2c1	-1
Cc1ccc(NC(=S)N2CCCC(c3ccccc3)=N2)cc1	-4

(continued)
SMILES	S1P3 antag
CC(C)(C)NC(=O)NCC1CCCC1NC(=O)NC(C)(C)C (stereo not given)	14
Cc1ccc(NC(=O)C2CCCN2S(=O)(=O)c2ccc3c(c2)n(C)c(=O)c(=O)n3C)cc1 (stereo not given)	8
CN(NC(=O)c1ccccc1F)c1ncccc1[N+](=O)[O-]	-9
O=C(COc1ccccc1[N+](=O)[O-])N/N=C/c1ccc[nH]1	17
CCc1nc2sc3c(Cl)ncnc3c2c2c1CCCC2	-8
N#C/C(=C/c1ccco1)C(N)=S	-13
Cc1[nH]c(C)c2c(=O)n(Cc3ccc(Cl)cc3)ncc12	3
NS(=O)(=O)c1ccc(N=Nc2c[nH]c(=O)c(O)c2)cc1	3
CCOC(=O)c1cc(C)nc(SC)c1C#N	-6
CCOC(=O)Cn1c(=N)n(CCOc2ccc(F)cc2)c2ccccc21	1
CCC/C(C)=C/c1ccc(CC)cn1	-28
CC1=NNC(=O)C1CC(=O)N/N=C/c1ccncc1 (stereo not given)	-24
COc1ccc2c(C)cc(C)nc2n1	1
Cn1c(=O)cc2c3c(c(N4CCCCC4)ccc31)C(=O)c1ccccc1-2	-7
COc1ccc(C(C)=O)cc1COc1cc(C)c(Cl)c(C)c1	5
CCOC(=O)N1CCc2c(sc(NC(=O)Cc3ccccc3)c2C(=O)c2ccc(OC)cc2)C1	3
COC(=S)Nc1cccc(C(F)(F)F)c1	10
S=C1NCN(C2CCCCC2)CN1CCc1ccccc1	-1
CC(C)[C@H](NS(=O)(=O)/C=C/c1ccccc1)C(=O)OCC(=O)NC(N)=O	-10
Cc1cccc(Cl)c1NC(=O)N1CCCN(c2nc3ccc(Cl)cc3s2)CC1	4
O=C(Nc1nc2ccsc2c(=O)s1)c1ccc(F)cc1Cl	-8
COc1ccc(C(=O)NCC(=O)OCC(=O)Nc2ccc(C)c(S(=O)(=O)N(C)C)c2)cc1OC	-1
O=C(NNC(=O)c1cnccn1)c1ccc(Cl)cc1	-8
CN1CCCC(OC(=O)c2cccc(S(=O)(=O)N3CCCCCC3)c2)C1 (stereo not given)	-11
Cn1c2ccccc2c(=O)c2c(=O)n(Cc3ccco3)c(-c3ccc(F)cc3)nc21	11
NC(=O)NC(=O)COC(=O)CNS(=O)(=O)c1ccc(F)c(F)c1F	-15
CC(=O)n1cc(N(C(=O)CCl)c2ccc(C)cc2)c2ccccc21	-13
CSC1=NNC(c2ccc(C(C)(C)C)cc2)=NN1	15
C=C(C)CN1C(=O)C(=O)N(CC(=C)C)C1=O	-4
O=C(CN1C(=O)C(=O)N(Cc2ccccc2)C1=O)Nc1cc(Cl)cc(Cl)c1	-9
Cn1cccc1/C=N/NC(=O)c1ccncc1	-16
COC(=O)c1c(SCC(=O)Nc2ccc(C)c(C)c2)nc(=O)[nH]c1C	6
Cc1sc(NC(=O)CSc2nnnn2C(C)C)c(C#N)c1C	-7
Cc1sc2nc(CN(C(=O)NCc3ccccc3)C3CCCC3)[nH]c(=O)c2c1C	-5
COc1ccc2[nH]c(=O)c(CN(C(=O)c3cccnc3)c3cc(C)ccc3C)cc2c1	6
Cc1ccccc1OCC(=O)Nc1nnc(-c2ccco2)s1	-10

A portion taken from the entries so far, for reference:
SMILES	S1P3 antag
Cn1c2ccccc2c(=O)c2c(=O)n(Cc3ccco3)c(-c3ccc(F)cc3)nc21	11
NC(=O)NC(=O)COC(=O)CNS(=O)(=O)c1ccc(F)c(F)c1F	-15

(more compounds)
SMILES	S1P3 antag
O=C(c1ccccc1)c1ccccc1NC(=O)C1CCCN1Cc1ccccc1 (stereo not given)	-7
C/C(=N\NC(=O)c1cccc(N/N=C(\C)c2ccc([N+](=O)[O-])cc2)c1)c1ccc([N+](=O)[O-])cc1	-2
Nc1nn(-c2ccccc2)c(N)c1N=Nc1cccc(F)c1	10
O=C(CCCN1C(=O)c2ccccc2C1=O)Nc1ccccc1	-2
CC(=O)Nc1ccc(S(=O)(=O)NCC(=O)OCC(=O)NC(=O)c2cccn2C)cc1	8
O=C(Nc1ccccc1)N1CCCC1c1cccs1 (stereo not given)	3
CC(=O)C1=C(O)C(=O)N(c2ccc(Br)cn2)C1c1ccc(Br)cc1 (stereo not given)	3
CCCCN(CC)S(=O)(=O)c1ccc2c(c1)n(C)c(=O)c(=O)n2C	0
O=C(CSc1n[nH]c(=O)[nH]c1=O)Nc1ccccc1C(=O)c1ccccc1	-16
O=C(O)C(C(=O)O)=C1C2CC3CC(C2)CC1C3	-4
S=c1[nH]nc(-c2cccs2)n1/N=C/c1cn(-c2ccccc2)nc1-c1ccccc1	17
CC1(C)CC(=O)C(C2=NC3(CCCCCC3)Cc3ccccc32)=C(O)C1	-20
Clc1ccc(-c2nnc(-c3cccc4ccccc34)o2)cc1Cl	0
CC(C)(C)c1ccc(Oc2ccc(NC(=O)c3ccco3)cn2)cc1	-2
O=C(NC(=S)Nc1ccccc1N1CCOCC1)c1ccc(-c2ccccc2F)o1	10
Cc1[nH]c2c(ccc3cccnc32)c1C	-4
Cn1c(=O)c([N+](=O)[O-])c(N2CCN(Cc3ccc4c(c3)OCO4)CC2)c2ccccc21	-8
COc1ccc2c(c1)[nH]c1c(=O)n(Cc3ccncc3)cnc12	11
NS(=O)(=O)c1cccc(NC(=O)CSc2nc3ccccc3[nH]2)c1	0
C=CCn1c(O)c(N=NC(=O)CNC(=O)/C=C/c2ccc(OC)cc2)c2ccccc21	-6
Cc1cc(C)c(NC(=O)CSc2nnc(-c3ccccn3)n2N)c(Cl)c1	5
N#Cc1cccc(C#N)c1Oc1ccc(S(=O)(=O)Nc2ccc(Cl)cc2)cc1	0
NNC(=O)c1ccc(OCC2CC(c3ccc(Cl)cc3)=NO2)cc1 (stereo not given)	2
COc1cc(/C=N/Nc2ccc(S(N)(=O)=O)cc2[N+](=O)[O-])cc(OC)c1O	6
Cn1nccc1NC(=O)NC(=O)c1c(Cl)cccc1Cl	-1
CS(=O)(=O)c1sc(C(=O)NC(=S)Nc2ccc(OC(F)(F)F)cc2)c2c1C=CCC2	13
Cc1ccc2c(N)c(C(=O)c3ccccc3)sc2n1	-16
Fc1ccc(/C=N/NC(=S)Nc2ccc(Cl)cc2Cl)cc1	1
CCCCn1cc([N+](=O)[O-])nc1C	-11
C=CCNC(=S)Nc1nc2c(cc1C(=O)OCC)COC(C)(C)C2	-3
Cc1ccc(NC(=O)Nc2c(Cl)cccc2Cl)cn1	1
O=C(CN1CCN(Cc2ccccc2Cl)CC1)N/N=C/C=C/c1ccco1	4
NC(=S)Nc1ccc(Cl)cc1Cl	-7
O=C(N/N=C/c1cc2c(cc1[N+](=O)[O-])OCO2)c1cccnc1	-7
Cc1ccc(C(=O)N/N=C\c2cc(Br)c(Br)o2)cn1	-6
CCOC(=O)c1cc(C)n(-c2ccccc2)c1C	9

Ordered by number of heavy atoms (lowest first): part of the list above
SMILES	S1P3 antag
NC(=S)Nc1ccc(Cl)cc1Cl	-7
CCCCn1cc([N+](=O)[O-])nc1C	-11
Cc1[nH]c2c(ccc3cccnc32)c1C	-4
CCOC(=O)c1cc(C)n(-c2ccccc2)c1C	9
Cc1ccc2c(N)c(C(=O)c3ccccc3)sc2n1	-16
Cn1nccc1NC(=O)NC(=O)c1c(Cl)cccc1Cl	-1
Fc1ccc(/C=N/NC(=S)Nc2ccc(Cl)cc2Cl)cc1	1
O=C(N/N=C/c1cc2c(cc1[N+](=O)[O-])OCO2)c1cccnc1	-7
NS(=O)(=O)c1cccc(NC(=O)CSc2nc3ccccc3[nH]2)c1	0
Cc1cc(C)c(NC(=O)CSc2nnc(-c3ccccn3)n2N)c(Cl)c1	5
COc1cc(/C=N/Nc2ccc(S(N)(=O)=O)cc2[N+](=O)[O-])cc(OC)c1O	6
N#Cc1cccc(C#N)c1Oc1ccc(S(=O)(=O)Nc2ccc(Cl)cc2)cc1	0
CS(=O)(=O)c1sc(C(=O)NC(=S)Nc2ccc(OC(F)(F)F)cc2)c2c1C=CCC2	13
Cn1c(=O)c([N+](=O)[O-])c(N2CCN(Cc3ccc4c(c3)OCO4)CC2)c2ccccc21	-8

Further compounds follow:
SMILES	S1P3 antag
NC(=O)c1nnn(-c2ccc([N+](=O)[O-])cc2)c1-c1ccccc1	-2
COc1cccc(/C=C/C(=O)NNC(=O)CCN2CCN(Cc3ccccc3)CC2)c1	17
CCOC(=O)CNC(=O)CSc1nnc(-c2c[nH]c3ccccc23)n1CC	3
COc1ccccc1NC(=S)N=Nc1c(O)[nH]c2ccc(Br)cc12	-16
O=C(COc1ncnc2ccccc12)Nc1ccc(Cl)c(S(=O)(=O)N2CCOCC2)c1	-13

Source: PubChem BioAssay
